PAFAH1B2 FP inh: PAFAH1B2 (human) inhibition; inhibition, % at 3.39 µM; P68402; recombinant PAFAH1B2, FP-rhodamine activity probe, fluorescence polarization; 340,000 tested, 1.2% active; AID 492953;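 active = inhibition above the mean of all tested compounds plus 3 SD, cut at about 24% in these data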;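 also: 0% = enzyme with DMSO and 100% = wells lacking PAFAH1B2; many of its hits are not listed in these tables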
Target sequence (P68402 whole entry, looked up): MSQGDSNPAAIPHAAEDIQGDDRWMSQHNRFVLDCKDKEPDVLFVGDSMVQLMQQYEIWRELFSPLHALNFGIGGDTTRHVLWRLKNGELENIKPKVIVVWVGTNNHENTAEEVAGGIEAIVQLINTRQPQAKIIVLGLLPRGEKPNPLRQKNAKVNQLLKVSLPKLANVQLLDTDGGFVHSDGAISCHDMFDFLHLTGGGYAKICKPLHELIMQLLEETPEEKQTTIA
EBNA-1 inh: blocks EBNA-1 binding to DNA | EBNA-1 DNA binding, fluorescence polarization | inhibition, % at 14.8 µM | 300,000 tested, 0.34% active | AID 1950; in the data active = inhibition above about 28%
PAFAH2 inh: inhibitors of human PAFAH2; inhibition, % at 3.39 µM; recombinant PAFAH2, FP-rhodamine activity probe, fluorescence polarization; 340,000 tested, 0.99% active;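 active = inhibition above the mean over all tested compounds plus 3 SD, cut at about 30% in these data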;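 also: inhibitors block probe labeling of enzyme so polarization drops; 0% = enzyme with DMSO and 100% = wells lacking PAFAH2 protein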
PREPL inhibitor: inhibitors of human prolyl oligopeptidase-like enzyme PREPL | Q4J6C6 | recombinant PREPL, fluorescence polarization activity-based probe | inhibition, % at 5.96 µM | 320,000 tested, 0.68% active | AID 2751; in the data active = inhibition above about 43%;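 also: 0% = enzyme with DMSO and 100% = wells lacking enzyme; many of its hits are not listed in these tables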
Target sequence (Q4J6C6 whole entry, looked up): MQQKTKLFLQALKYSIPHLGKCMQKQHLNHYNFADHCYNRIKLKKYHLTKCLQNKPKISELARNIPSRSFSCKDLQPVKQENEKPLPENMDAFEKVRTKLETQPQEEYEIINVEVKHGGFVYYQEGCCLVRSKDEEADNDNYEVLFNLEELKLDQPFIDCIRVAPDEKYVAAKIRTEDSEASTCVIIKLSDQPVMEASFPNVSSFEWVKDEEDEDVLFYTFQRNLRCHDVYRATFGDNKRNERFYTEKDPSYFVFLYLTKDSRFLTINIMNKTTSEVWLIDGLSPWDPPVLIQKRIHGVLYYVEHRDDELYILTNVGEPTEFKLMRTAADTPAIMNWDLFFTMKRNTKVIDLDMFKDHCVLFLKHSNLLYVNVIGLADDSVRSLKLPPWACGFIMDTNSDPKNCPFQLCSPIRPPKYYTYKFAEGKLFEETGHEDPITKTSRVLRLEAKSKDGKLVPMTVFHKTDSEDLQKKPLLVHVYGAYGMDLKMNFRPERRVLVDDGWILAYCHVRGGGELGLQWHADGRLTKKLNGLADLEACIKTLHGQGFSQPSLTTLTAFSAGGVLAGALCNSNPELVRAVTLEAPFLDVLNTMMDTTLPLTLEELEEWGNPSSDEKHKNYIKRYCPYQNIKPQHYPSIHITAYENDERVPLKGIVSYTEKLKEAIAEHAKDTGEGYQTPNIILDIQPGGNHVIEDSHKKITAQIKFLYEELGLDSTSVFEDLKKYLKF
LYPLA2 counter: counter-screen for PME1 inhibitors: inhibitors of human LYPLA2. inhibition, % at 5.9 µM. 320,000 tested, 0.38% active. O95372. recombinant LYPLA2, FP-Rh probe fluorescence polarization;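 active = inhibition above the screen-wide mean plus 3 SD, limit set per campaign, cut at about 26% in these data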;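 also: 0% = LYPLA2 with DMSO and 100% = wells lacking LYPLA2 enzyme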
PAFAH1B3 FP inh: inhibitors of human PAFAH1B3; Q15102; recombinant PAFAH1B3, FP-rhodamine probe, fluorescence polarization; inhibition, % at 3.39 µM; 340,000 tested, 0.28% active; AID 492972;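 active = inhibition above the screen-wide average of all tested compounds plus 3 SD, cut at about 25% in these data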;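 also: 0% = enzyme with DMSO only and 100% = wells lacking PAFAH1B3 protein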
LYPLA1 counter: LYPLA1 (human) inhibition in PME1 counter-screen; O75608; recombinant LYPLA1, FP-Rh probe fluorescence polarization; inhibition, % at 5.9 µM; 320,000 tested, 0.16% active;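 active = inhibition above the mean of all tested compounds plus 3 SD, set per campaign, cut at about 14% in these data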;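 also: inhibitors block serine hydrolase probe labeling of LYPLA1 so polarization falls; 0% = enzyme with DMSO and 100% = wells lacking LYPLA1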
pPAFAH inh: inhibitors of human plasma PAF acetylhydrolase (pPAFAH); Q13093; recombinant pPAFAH, FP-rhodamine probe fluorescence polarization; inhibition, % at 3.39 µM; 330,000 tested, 1.5% active;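 active = inhibition above the mean inhibition across the screen plus 3 SD, cut at about 25% in these data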;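 also: inhibitors block binding of the rhodamine activity-based probe so polarization drops; 0% = enzyme with DMSO and 100% = wells lacking pPAFAH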
ZTA counter: blocks Epstein-Barr virus ZTA, an EBNA-1 counter-screen. P03206. ZTA-DNA binding, fluorescence polarization. inhibition, % at 11 µM. 320,000 tested, 0.15% active. AID 2234; in the data active = inhibition above about 33%
* marks the source's active call; other numbers are inactive results; x = not tested or not shown; & = joins results of further samples.

| mol | ZTA counter | LYPLA2 counter | EBNA-1 inh | PAFAH2 inh | LYPLA1 counter | pPAFAH inh | PREPL inhibitor | PAFAH1B2 FP inh | PAFAH1B3 FP inh |
| --- | --- | --- | --- | --- | --- | --- | --- | --- | --- |
| C[C@H](CO)N1C[C@H](C)[C@@H](CN(C)Cc2ccc(Cl)c(Cl)c2)Oc2c(NC(=O)Cc3ccccc3)cccc2C1=O | x | x | x | 5.0 | x | 2.7 | 14.3 | 9.7 | -2.2 |
| COc1ccc(-c2nc3ccc(C(=O)NCCCN4CCOCC4)cc3nc2-c2ccc(OC)cc2)cc1 | -20.4 | -8.7 | -13.4 | 0.1 | -7.3 | 1.7 | -6.8 | 0.8 | -2.1 |
| COc1cc(C=NNC(=O)c2ccccc2-n2cccc2)ccc1O | x | x | x | -2.8 | x | 3.9 | 11.0 | 4.6 | -1.9 |
| CCC(OC(=O)c1nsc(Cl)c1Cl)C(=O)NCCOC (stereo not given) | 3.6 | 4.4 | 10.7 | 1.4 | 5.5 | 2.1 | 12.1 | -0.7 | 0.7 |
| CN1CCN(C(=O)c2ccc(CS(=O)(=O)c3c(Cl)cccc3Cl)o2)CC1 | 1.9 | 8.1 | -2.5 | 1.7 | 1.7 | -2.7 | 0.0 | -0.9 | -10.1 |
| CCc1sc(-c2ccccc2)nc1C(=O)OC | -7.9 | 3.5 | 3.0 | 5.5 | 2.2 | -3.5 | 10.2 | 6.2 | 11.3 |
| CC1=NN(C(=O)CSCc2ccccc2)C(O)(c2ccc(F)cc2)C1 (stereo not given) | 0.3 | -0.2 | 3.2 | 1.4 | 2.4 | 2.4 | -14.5 | -1.8 | 3.9 |
| O=C(CCS(=O)(=O)Cc1ccccc1)NCc1ccco1 | 19.2 | 1.2 | 9.6 | -2.2 | 1.0 | 9.1 | 7.9 | 3.9 | -0.4 |
| Cn1cnnc1SCc1ccccc1[N+](=O)[O-] | 9.7 | 2.6 | -6.9 | x | 2.3 | 3.1 | -4.4 | x | x |
| CCOC(=O)C1=C(C)N=C2SCCC(=O)N2[C@@H]1c1cccs1 | -3.0 | 2.3 | 5.5 | 2.6 | 1.4 | -1.6 | 17.6 | 4.6 | 3.2 |
| CN(C)S(=O)(=O)c1ccc(NS(=O)(=O)/C=C/c2ccccc2)cc1 | -22.9 | 5.7 | -0.7 | 5.2 | 0.7 | 22.6 | -2.3 | -1.5 | 3.5 |
| O=C(NCCCNC(=O)c1ccco1)c1ccco1 | -13.2 | 2.1 | -8.9 | 6.5 | 2.3 | 3.2 | -1.9 | 3.9 | -2.5 |
| CSC1=NC(C)(C)C=C(/C=C/c2c(Cl)cccc2Cl)N1 | 4.5 | 8.6 | 13.6 | 2.1 | 0.1 | 2.6 | 6.1 | -0.5 | -2.7 |
| COc1ccc(S(=O)(=O)N2CCOCC2)cc1OC | -12.1 | 1.0 | -1.6 | 3.6 | -1.0 | 2.8 | 14.3 | -1.5 | -3.2 |
| COc1ccccc1C(=O)NCCC(=O)N1CCN(c2ccccc2O)CC1 | -8.4 | 3.5 | 3.1 | 2.6 | -0.6 | 0.2 | 21.0 | -5.2 | -7.2 |
| CCOc1ccc2nc3sc(C(=O)N4CCN(C)CC4)c(N)c3cc2c1 | -20.9 | 6.3 | -2.6 | -5.6 | -4.1 | 8.6 | 17.4 | 2.1 | 0.4 |
| Cc1cc(C(=O)COC(=O)Cc2n[nH]c(=O)c3ccccc23)c(C)n1-c1cccc(C(F)(F)F)c1 | 6.2 | -8.6 | 10.9 | -1.0 | -7.1 | 4.4 | -14.8 | 7.8 | 4.4 |
| COc1cc(-c2nnc(COC(=O)C3c4ccccc4Oc4ccccc43)o2)cc(OC)c1OC | 9.9 | 6.5 | 5.9 | 3.2 | 1.7 | 6.2 | -5.8 | 3.4 | -3.6 |
| CCCS(=O)(=O)c1ncc(Cl)c(C(=O)Nc2ccc(S(=O)(=O)Nc3ncccn3)cc2)n1 | -5.9 | 5.8 | 2.2 | 2.1 | 4.3 | 0.3 | 8.8 | 1.4 | 6.0 |
| O=C(C1CCC(=O)N1Cc1ccccc1Cl)N1CCN(c2ccc(F)cc2)CC1 (stereo not given) | 13.7 | 9.8 | 11.8 | 3.8 | 6.5 | 1.9 | 22.9 | 5.3 | 12.7 |
| CC(C)(C)OC(=O)N1CCC(c2cc(=O)n3[nH]cc(C(=O)Nc4ccc(F)c(Cl)c4)c3n2)CC1 | 4.7 | -0.3 | -10.7 | -9.0 | -1.0 | 1.9 | -1.1 | 1.6 | 0.5 |
| COC(=O)c1cc2ccsc2n1CC(=O)N(C)C1CCCCC1 | 10.7 | -0.5 | -5.6 | -2.1 | 0.1 | 4.2 | 6.2 | 1.6 | 3.5 |
| CC(=O)c1c(C)nc(-c2ccc(Cl)cc2)nc1NC(=O)C(C)C | -3.3 | 5.2 | -15.9 | 7.9 | 4.1 | 4.6 | -16.4 | 0.5 | 15.9 |
| Cc1cc(C)c2sc(NC(=O)C3CC3)nc2c1 | -0.7 | 2.1 | 2.1 | -6.2 | -1.1 | -4.6 | 15.0 | -0.7 | 6.7 |
| O=c1[nH]cnc(O)c1C(c1ccc(Br)cc1)c1c(O)nc[nH]c1=O | -21.6 | 2.5 | -11.7 | 3.6 | -1.2 | 23.4 | -0.6 | 1.7 | -1.0 |
| CC(C)c1ccc(-c2cc(C(=O)N3N=C(C(F)F)CC3(O)C(F)F)c3ccccc3n2)cc1 (stereo not given) | -6.5 | -46.9 | 9.9 | -25.4 | -19.9 | -12.7 | -1.6 | 1.2 | -10.4 |
| COC(=O)CN1C(=O)NC2(CCCc3ccccc32)C1=O (stereo not given) | 8.0 | -1.5 | -0.7 | -3.4 | -0.1 | 3.3 | -0.4 | 2.4 | 0.6 |
| O=c1oc2cc(OCCO)ccc2c2c1CCCC2 | -13.2 | 6.7 | -12.6 | 10.6 | 0.8 | -0.4 | 28.0 | -3.9 | 8.2 |
| O=C(Cn1cnc2ccccc2c1=O)Nc1cccc(-c2nnc3n2CCCCC3)c1 | 6.9 | 6.9 | 5.3 | -0.2 | 2.1 | -0.4 | 7.4 | -0.4 | 4.0 |
| Cc1c(CN(C)C(=O)c2sc3cc(Cl)ccc3c2Cl)cnn1C | -4.8 | 4.2 | 11.6 | -7.5 | 2.6 | -3.3 | -4.7 | 7.5 | 12.2 |
| COc1ccc(CCNC(=O)CSc2ncc(C(=O)Nc3ccccc3)c(=O)n2C)cc1 | 14.2 | -2.5 | -1.6 | 2.0 | -2.9 | 1.4 | -3.2 | 7.3 | 1.1 |
| CCOc1ncccc1C(=O)NCc1cccc(OC)c1 | 5.6 | 5.5 | -7.0 | 3.8 | 3.6 | 3.0 | 4.1 | 4.2 | 0.0 |
| Cn1nc(C(=O)NCCc2ccc(Cl)cc2)c2c1-c1ccccc1S(=O)(=O)C2 | 8.3 | 4.3 | -1.5 | 1.2 | -5.0 | 6.3 | 17.4 | 35.4* | 0.2 |
| Cc1cccc(-n2nnnc2-c2cnccc2C(F)(F)F)c1C | -1.5 | -2.1 | -11.5 | -3.8 | 0.1 | 3.8 | -10.5 | 3.2 | -3.0 |
| NC(=O)Nn1c(CCC(=O)O)ccc1-c1ccc(Br)cc1 | -9.6 | 5.3 | 4.1 | 9.6 | -0.8 | 1.3 | 5.1 | 0.1 | 2.1 |
| Cc1ccc(NC(=O)c2cc(N(C)C)ccc2[P+](=O)O)cc1 | -0.2 | 6.1 | -6.0 | 4.3 | 2.5 | 3.9 | 10.9 | 7.9 | 1.8 |
| Cc1ccn(CCC(=O)N2CCCC(CCC(=O)NCc3ccc(F)c(F)c3)C2)n1 (stereo not given) | 17.9 | -5.9 | -16.1 | -0.9 | 2.7 | -2.3 | 16.9 | 3.2 | -0.7 |
| CCOc1ccc(N(CC(=O)NCc2ccccc2Cl)S(=O)(=O)c2c(C)[nH]c(=O)[nH]c2=O)cc1 | -5.7 | -1.2 | -3.0 | 0.1 | 1.3 | 0.8 | 4.0 | 6.2 | 2.4 |
| CCN(CC)S(=O)(=O)c1cc(C(=O)Nc2cc(C)on2)ccc1Cl | 8.8 | -7.3 | 11.0 | -3.0 | -2.2 | 5.8 | 0.2 | 1.3 | 12.2 |
| Nc1nc2ccc(Cl)cc2c2nc(-c3ccco3)nn12 | 6.1 | -10.5 | 5.5 | x | -6.3 | -4.4 | 27.7 | x | x |
| COc1cc2ccccc2cc1C(=O)NCc1ccncc1 | 2.1 | 11.8 | 1.6 | 0.9 | 3.8 | -2.9 | 1.1 | -1.4 | 4.4 |
| O=c1[nH]c(=O)n(-c2ccccc2)c2c1C(C(F)(F)F)(C(F)(F)F)N=C(CCC1CCCCC1)N2 | 18.6 | -0.8 | 9.1 | 1.7 | 1.2 | -2.2 | 5.3 | 3.2 | 3.7 |
| CCCS(=O)(=O)N1CCC(C(=O)NCc2ccc3c(c2)OCO3)CC1 | 0.5 | -5.7 | -7.2 | -2.8 | 1.3 | -3.9 | 3.6 | 2.7 | -1.6 |
| NC(=O)N/N=C/c1c(F)c(F)c(F)c(F)c1F | 2.4 | -4.2 | -4.2 | 1.4 | -1.6 | 0.9 | 4.2 | 3.3 | -2.9 |
| COc1cccc(C(=O)NCC(c2cccnc2)N2CCN(c3ccccc3OC)CC2)c1 (stereo not given) | -0.3 | -3.9 | 2.9 | -5.8 | 2.1 | 1.6 | 15.4 | 6.0 | -2.3 |
| CCOc1ccc(S(=O)(=O)NCc2ccc3c(c2)OCO3)cc1 | -9.8 | -0.2 | 16.0 | -1.4 | -2.0 | 6.6 | -21.0 | 1.8 | 2.0 |
| Cc1cc(C(=O)CN2C(=O)C(=O)N(Cc3ccccc3)C2=O)c(C)n1CC1COc2ccccc2O1 (stereo not given) | -3.6 | 0.9 | 9.6 | 4.6 | -1.2 | 2.7 | 13.2 | 4.5 | 5.5 |
| N#C/C(=C\c1cn(-c2ccccc2)nc1-c1ccccc1)S(=O)(=O)c1ccccc1 | 1.7 | -1.9 | -2.4 | 2.1 | 4.2 | 1.4 | -2.3 | -0.8 | 0.3 |
| COc1cccc(NC(=O)CSc2ccc(-c3ccco3)nn2)c1 | 7.9 | -5.9 | 12.8 | 9.2 | -1.4 | 6.3 | -3.9 | -0.6 | 4.3 |
| O=C(CCNC(=O)c1ccc(Br)cc1)Nc1ccccc1N1CCCC1 | -16.9 | 3.1 | -2.4 | 6.3 | -1.1 | 9.7 | 11.4 | 2.6 | -1.1 |
| CC1(C)Cc2ccccc2C(c2cc3ccccc3oc2=O)=N1 | 0.0 | 7.0 | -0.8 | -5.2 | 1.4 | 6.5 | -2.0 | 5.8 | 11.2 |
| Cc1cc(NC(=O)NC(=O)c2ccccc2)no1 | 2.5 | -0.8 | 9.1 | 1.6 | 0.0 | 0.2 | -3.1 | -6.5 | -1.0 |
| CN(C)CC(C)(C)CNS(=O)(=O)c1ccc(Cl)c(Cl)c1 | 5.2&-5.1 | 0.1&0.5 | 5.7&2.8 | 0.2&2.8 | 0.6&-1.5 | 0.1&-0.2 | -8.6&-9.2 | 1.5&0.5 | 6.2&2.4 |
| CCN(CC)CCCNC(=O)CN1N=C(c2ccc(OC)cc2)CCC1=O | -11.5 | -5.7 | -3.6 | 1.0 | -3.9 | -0.1 | -0.6 | 5.9 | 7.0 |
| O=C(Cn1nnc2c(cnn2-c2ccc(F)cc2)c1=O)OC1CCCCC1 | 10.7 | 5.6 | 6.9 | 2.0 | -3.6 | 2.5 | 21.3 | 2.3 | 8.1 |
| Cc1ccc2nc(Nc3ccccc3)c(/C=N/O)c(=O)n2c1 | -4.6 | -4.4 | 8.1 | -2.4 | -1.2 | 3.0 | 35.0 | -2.1 | 1.9 |

Screening data deposited in PubChem BioAssay by The Scripps Research Institute Molecular Screening Center.

Some of the compounds tested; the hit share may differ from the screen's.
